# Assay outcomes from PubChem.
# DAGLB inh: diacylglycerol lipase beta (human) inhibition; 0.059% of 340,000 active; AID 504411; HEK293T DAGLB membrane lysate, EnzChek fluorogenic substrate; Q8NCG7; inhibition, % at 5.17 µM; in the data active means inhibition above about 34%;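 further: 0% = enzyme with vehicle and 100% = wells lacking enzyme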
# SR-BI uptake up: SR-BI HDL lipid transfer activation; 0.096% of 320,000 active; CHO ldlA[mSR-BI] cells, DiI-HDL uptake fluorescence, 3 h; 100 = double the neutral-control signal; activation, % at 12.5 µM;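 active means mean replicate activation of at least 60% and every replicate at or above 60%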;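 further: 0% = median plate neutral-control signal and 100% = twice that signal; values of inactives mirror those of a sister screen read the other way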
#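 Test system: SR-BI-overexpressing, LDLR-lacking CHO cells; Medium: Ham's F12 with 0.5% BSA, HEPES 25 mM, pH 7.4; Schedule: 3 h, 37 °C; Technique: bottom-read fluorescence, 550/595 nm.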
# C-LANA FP: KSHV C-LANA DNA binding inhibition; MBP-C-LANA/FAM-LBS DNA binding, fluorescence polarization; inhibition, % at 9 µM; 0.078% of 340,000 active;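 active means highest replicate inhibition at or above 60% at 9 µM, even if other replicates fall short; inactive means all replicates below 60% inhibition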;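 further: 0% = neutral control wells and 100% = 4 µM acridine orange control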
# Rtt109 HAT inh: C. albicans Rtt109 histone acetyltransferase inhibition. 0.16% of 330,000 active. purified Rtt109/Vps75, ThioGlo CoA-SH fluorescence, 4 h. inhibition, % at 34.9 µM;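 active means inhibition of at least 50% in every replicate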
# Target sequence (Q5AAJ8 whole entry, looked up): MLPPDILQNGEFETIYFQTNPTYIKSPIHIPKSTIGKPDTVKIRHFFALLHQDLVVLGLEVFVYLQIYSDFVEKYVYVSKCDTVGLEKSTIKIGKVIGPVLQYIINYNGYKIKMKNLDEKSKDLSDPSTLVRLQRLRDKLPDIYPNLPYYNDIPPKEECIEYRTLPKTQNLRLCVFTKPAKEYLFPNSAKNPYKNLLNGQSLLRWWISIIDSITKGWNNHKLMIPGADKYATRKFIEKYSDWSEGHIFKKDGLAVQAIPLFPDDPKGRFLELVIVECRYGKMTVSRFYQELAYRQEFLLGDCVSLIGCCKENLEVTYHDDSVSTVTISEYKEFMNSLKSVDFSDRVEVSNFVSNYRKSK
# RTF Ca sens act: cardiac RTF calcium sensitization; P19429+P45379; IANBD-labeled TnC RTF fluorescence at EC20 calcium; 0% EC20 calcium, 100% full calcium; 0.24% of 340,000 active; activation, % at 7.2 µM; AID 493008;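 active means activation above the mean over all tested compounds plus 3 SD, cut at about 30% in these data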;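 further: rise in fluorescence read as greater calcium sensitivity of cardiac thin filaments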
# Cardiac RTF inh: cardiac RTF calcium desensitization; 0.12% of 340,000 active; P19429+P45379; IANBD-labeled cardiac RTF, Ca2+ fluorescence; inhibition, % at 7.15 µM; AID 493244;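 active means inhibition above the mean inhibition of all tested compounds plus 3 SD, cut at about 17% in these data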;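 further: assay run at fixed EC70 calcium of 1.6 mM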
# CAL PDZ FP-1: inhibitors of human CAL PDZ peptide binding; 0.92% of 300,000 active; purified CAL PDZ, TMR-peptide fluorescence polarization, 1 h; inhibition, % at 24.9 µM; AID 602252;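 active means mean inhibition of at least 30% with at least half of replicates also reaching 30%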;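 further: 0% = DMSO neutral control and 100% = excess unlabeled competitor peptide PRC23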
# PKA-R2B act: activators of human PKA-R2B complex; P22694+P31323; PKA-R2B holoenzyme dissociation, Cy5-IP20 fluorescence polarization; R2B truncated from residue 108, S112A mutant; 0% DMSO only, 100% 113 µM cGMP; activation, % at 11.4 µM; 0.079% of 340,000 active;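 active means activation above a cutoff set at the mean over all compounds plus 3 SD, cut at about 18% in these data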;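 further: higher means more holoenzyme dissociation and a rise in polarization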
# CAL PDZ FP-2: blocks peptide binding to human CAL PDZ domain | purified CAL PDZ, TMR-peptide fluorescence polarization, 1 h | inhibition, % at 20 µM | 0.02% of 330,000 active | AID 504414;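 active means highest replicate inhibition of at least 40%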;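 further: plate controls were DMSO neutral control wells for no effect and unlabeled competitor peptide control wells for full effect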
#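 Material: tagged CAL PDZ domain; buffer or medium: 25 mM sodium phosphate pH 7.4, 150 mM NaCl, TCEP, IgG, Thesit; compound dosing: single point, 20 µM; schedule: 1 h incubation at room temperature before polarization reading; measured by: FP readout, S and P plane fluorescence; read-out basis: percent inhibition from loss of millipolarization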
# Keap1-Nrf2 PPI: inhibitors of human Keap1-Nrf2 protein-protein interaction; inhibition, % at 9.4 µM; 0.15% of 340,000 active; Keap1 Kelch-Nrf2 peptide fluorescence polarization, 1536-well; Q14145; AID 504523; in the data active means inhibition above about 12%;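 further: human Keap1 Kelch domain with fluorescein labeled Nrf2 9mer peptide probe; 0% = neutral control wells and 100% = peptide positive control; higher means more block of Keap1 binding to Nrf2 peptide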
# Target sequence (Q14145 whole entry, looked up, the tested form may be a part): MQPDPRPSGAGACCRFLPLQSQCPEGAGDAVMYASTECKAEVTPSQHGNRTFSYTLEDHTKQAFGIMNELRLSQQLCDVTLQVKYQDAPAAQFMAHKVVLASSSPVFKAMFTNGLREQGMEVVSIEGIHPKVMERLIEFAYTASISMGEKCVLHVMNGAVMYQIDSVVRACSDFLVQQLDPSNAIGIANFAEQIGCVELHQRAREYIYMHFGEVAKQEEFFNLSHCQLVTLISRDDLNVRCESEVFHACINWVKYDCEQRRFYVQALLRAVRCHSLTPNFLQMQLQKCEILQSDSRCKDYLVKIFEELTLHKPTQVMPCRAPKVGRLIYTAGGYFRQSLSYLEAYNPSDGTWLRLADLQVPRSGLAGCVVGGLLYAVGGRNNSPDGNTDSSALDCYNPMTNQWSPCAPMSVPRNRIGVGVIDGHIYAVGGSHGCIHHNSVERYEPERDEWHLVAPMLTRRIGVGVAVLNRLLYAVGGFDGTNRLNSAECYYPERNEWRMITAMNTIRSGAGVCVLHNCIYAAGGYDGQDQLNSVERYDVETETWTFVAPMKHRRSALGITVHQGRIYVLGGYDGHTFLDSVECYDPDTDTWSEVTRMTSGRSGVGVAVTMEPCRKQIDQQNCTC
# Starred values were filed as active, the others as inactive; / = not tested or not shown.
# Sequence of screens – CAL PDZ FP-2	CAL PDZ FP-1	Keap1-Nrf2 PPI	C-LANA FP	SR-BI uptake up	Cardiac RTF inh	PKA-R2B act	Rtt109 HAT inh	DAGLB inh	RTF Ca sens act
- Cc1cc(NC(=O)CSc2ncc(C(F)(F)F)cc2Cl)no1
    -1.3	4	-4	1.1	4	2	-7	/	-2	-4
- Cc1ccc([N+](=O)[O-])cc1NC(=S)NC(=O)c1ccco1
    0.1	-5	-2	-0.5	/	-2	-14	-1	-3	4
- CC1CCCCC1NC(=O)CN1CCC(NC(=O)c2cccc(F)c2)CC1 (centres undefined)
    -3.5	-8	-8	-0.5	/	-1	-3	8	-2	1
- Clc1ccc(-c2nnc(C3CC3)o2)cc1
    -1.5	-5	-2	-1.0	16	-5	0	-6	-1	-4
- Cc1c(C(=O)Nc2ccc(OCc3ccccc3)cc2)cccc1[N+](=O)[O-]
    -0.1	0	-1	-0.4	-40	-3	6	-6	-1	-2
- O=C(CCC1CCCC1)N1CCC(N2CCN(c3ccccc3)CC2)CC1
    -0.3	-2	-2	-0.8	-19	-5	-7	-7	0	-1
- O=C(CSc1nc2ccncc2[nH]1)Nc1ccccc1C(F)(F)F
    -0.2	-1	-1	0.3	15	-13	-2	-1	0	5
- Cc1ccc(C(=O)NC2CCCCCC2)o1
    -0.9	-3	-1	-2.9	6	-3	-6	-22	1	-2
- O=C(NCc1cccs1)c1cc(-c2ccccn2)nc2ccc(Br)cc12
    -0.8	3	-6	0.6	-16	-13	5	2	-5	-1
- CNN/C(N=Cc1ccc([N+](=O)[O-])s1)=N\S(=O)(=O)c1cc(C)c(Cl)cc1SCc1ccccc1
    -1.2	67*	-6	-1.8	10	-5	-9	-7	0	4
- O=C(COc1ccc(S(=O)(=O)N2CCOCC2)cc1)N1CCc2ccccc2C1
    -1.3	-3	-2	-1.1	-4	1	-6	39	0	-2
- Cc1cc(C(C)(C)C)cc(S(=O)(=O)Nc2ccc(C(=O)O)cc2)c1C
    -1.2	-5	-3	0.1	8	2	-5	2	3	3
- COc1ccc(S(=O)(=O)N2CCN(c3ccccc3OC)CC2)cc1
    0.8	2	-5	0.6	19	-6	-4	-2	8	1
- CCOC(=O)CC(=O)CSc1nc2c(cc1C#N)CCCCC2
    -3.9	-1	1	0.3	0	-9	1	-7	1	-3
- O=C(NC(=S)NCc1ccco1)c1ccccc1
    -1.6	-3	-2	-0.6	30	-7	9	-4	2	-3
- CC(Oc1ccccc1Cl)C(=O)N(Cc1cccs1)C1CCS(=O)(=O)C1 (centres undefined)
    -1.6	/	-3	-1.0	11	-3	-4	15	1	10
- O=C(Nc1ccc(F)cc1)C1CC(=O)N(Cc2ccco2)C1 (centres undefined)
    0.5	-7	-4	0.4	41	3	0	-2	1	0
- S=c1[nH]ccn1-c1cccc(Cl)c1
    -0.1	18	1	0.8	-3	-6	-4	19	2	8
- COc1ccccc1N1CCN(C(=O)C2CCN(C(=O)c3ccccc3C)CC2)CC1
    -0.4	-6	3	-0.5	-56	4	8	-3	0	-5
- Cc1cc(C(=O)NN=C(CCC(=O)O)c2cccs2)c(C)o1
    -0.7	-8	-1	-1.5	19	-1	-4	-5	0	-4
- CC(C)(C)OC1NS(=O)(=O)OCC1NCOC(Cl)(Cl)Cl (centres undefined)
    -0.3	-1	-7	1.6	3	1	0	6	-2	-3
- CCC1CCCCN1S(=O)(=O)c1ccc(NC(=O)CSc2ncccc2C(=O)O)cc1 (centres undefined)
    -0.5	-6	-3	0.9	9	-11	-6	-1	4	6
- Cc1ccc(NC(=O)N2CCCC2C(=O)Nc2ccc3c(c2)OCCO3)cc1 (centres undefined)
    -3.7	2	-1	-0.1	12	-13	-9	5	-1	1
- C=CCn1c(CCNC(=O)c2ccccc2F)nnc1SCc1nc2ccccc2c(=O)[nH]1
    0.2	1	-6	0.0	17	-7	-7	3	-2	-4
- CCOc1c2ccccc2nn1CCOC
    -0.2	0	-4	1.9	17	-6	-15	5	-3	-6
- Cc1cc(N2CCN(S(=O)(=O)c3ccc(C)c(C)c3)CC2)c2ccccc2n1
    -1.5	4	-1	-0.4	21	-14	-5	7	-3	0
- CC(C)(C)n1cnc2cc(NC(=O)c3cccs3)ccc21
    -0.6	/	-2	-0.4	2	14	2	8	0	1
- COc1ccc(OC)c(NC(=O)c2ccc(OC3CSC3)cc2)c1
    28	55*	-4	-2.6	-42	-7	0	-6	-7	-6
- O=C(NNC(=O)C12CC3CC(CC(Cl)(C3)C1)C2)c1csc(N2CCOCC2)n1
    0.5	-2	-1	0.4	6	-5	-10	2	-2	9
- COc1ccc(N(C)S(=O)(=O)c2cccc(C(=O)N3CCN(Cc4ccc5c(c4)OCO5)CC3)c2)cc1
    -0.9	-2	-1	-1.9	-57	7	-8	-6	0	-15
- CCc1ccc(OCC(=O)NC(NC(=S)Nc2ccc(C)cc2C)C(Cl)(Cl)Cl)cc1 (centres undefined)
    0.8	0	-1	0.1	4	3	2	0	1	-2
- O=C(NCc1ccc2c(c1)OCO2)c1cc(-n2cnnc2)ccc1Cl
    -0.2	-3	-3	1.5	12	-1	-3	-5	1	0
- O=C(c1cccc(F)c1)N1CCN(S(=O)(=O)Cc2ccccc2)CC1
    -1.0	0	2	-0.3	15	7	-10	1	0	-1
- CCOCCCn1c(SCc2nc3ccccc3s2)nc2ccccc2c1=O
    -2.0	-1	-2	0.2	-35	1	4	0	-14	2
- O=C(COC(=O)c1ccc(OC(F)F)cc1)Nc1cccc(S(=O)(=O)NC2=NCCC2)c1
    -2.8	2	-7	-1.0	/	-3	3	2	-1	2
- O=C(C1CCCC1)N1CCN(S(=O)(=O)c2cccc(Cl)c2Cl)CC1
    /	0	1	-0.9	-6	-4	-8	3	-3	0
- CCc1ccccc1-n1c(SCC(=O)N2CCCC2)nc2[nH]ncc2c1=O
    -1.2	-4	0	0.3	19	-11	-2	0	0	4
- NS(=O)(=O)c1ccc(NC(=S)NCCc2ccccc2)cc1
    -3.0	5	-3	-0.9	-8	1	6	6	0	0
- O=C(CSc1nnc(CN2CCOCC2)n1-c1ccccc1)Nc1ccc(Cl)cc1
    -1.4	6	1	0.1	/	-8	4	3	-2	-2
- COCCOC(=O)C1=C(C)NC(=O)NC1c1ccc(OC(=O)c2ccco2)c(OC)c1 (centres undefined)
    -0.5	-4	-4	0.3	13	-6	-7	3	-2	-1
- O=C(CNCC1CCCO1)N1CCCc2ccccc21 (centres undefined)
    -2.0	-1	3	-0.8	-9	-6	-3	-2	2	3
- Cc1sc2nc(C)n(/N=C/c3ccccc3)c(=O)c2c1C
    -0.1	0	-4	-1.5	-19	-7	1	1	-8	2
- COc1ccc(OCCOC(=O)CNC(=O)c2ccc(Cl)cc2Cl)cc1
    -3.2	1	-7	-0.3	20	-9	1	-18	0	-5
- O=C(O)c1ccccc1C(=O)NCc1ccc(F)cc1
    0.2	-1	-1	3.4	13	-3	2	1	0	-6
- Nc1ccccc1SCC(=O)Nc1nc(-c2ccccc2)cs1
    -1.2	/	3	-1.1	-4	0	-10	13	0	-2
- O=C(CSc1ncn[nH]1)NC12CC3CC(CC(C3)C1)C2
    -0.4	-1	-5	-1.5	27	1	-6	5	-1	9
- CCOC(=O)C(Cc1ccccc1)NC(C)=O (centres undefined)
    -2.4	-2	-5	0.8	6	-16	-8	-8	1	-2
- CCOc1cc(S(=O)(=O)NCCc2cccc(C)c2)c(OCC)cc1-n1cnnn1
    -3.2	-3	-2	1.7	-39	-13	3	3	-4	0
- Cc1ccc(-c2cc(C(=O)O)c3sc(N4CCCCC4)nc3n2)cc1
    -2.5	-2	-3	1.6	6	4	-5	-23	3	-5
- Cc1cc(NC(=O)CSc2nnnn2C2CCCC2)no1
    0.2	3	1	-1.1	-9	-21	4	1	-2	2
- O=c1cc(O)nc(SCc2ccccc2)n1-c1ccc(F)cc1
    0.4	0	-4	-1.3	38	-9	-2	4	21	0
- CCOc1ccccc1-n1c(SC(C)C(=O)NCC2CCCO2)nc2ccccc2c1=O (centres undefined)
    0.1	/	5	-1.1	-3	-3	3	7	-2	-3

# Molecules listed so far with a Cl atom:
# Sequence of screens – CAL PDZ FP-2	CAL PDZ FP-1	Keap1-Nrf2 PPI	C-LANA FP	SR-BI uptake up	Cardiac RTF inh	PKA-R2B act	Rtt109 HAT inh	DAGLB inh	RTF Ca sens act
- Cc1cc(NC(=O)CSc2ncc(C(F)(F)F)cc2Cl)no1
    -1.3	4	-4	1.1	4	2	-7	/	-2	-4
- Clc1ccc(-c2nnc(C3CC3)o2)cc1
    -1.5	-5	-2	-1.0	16	-5	0	-6	-1	-4
- CNN/C(N=Cc1ccc([N+](=O)[O-])s1)=N\S(=O)(=O)c1cc(C)c(Cl)cc1SCc1ccccc1
    -1.2	67*	-6	-1.8	10	-5	-9	-7	0	4
- CC(Oc1ccccc1Cl)C(=O)N(Cc1cccs1)C1CCS(=O)(=O)C1 (centres undefined)
    -1.6	/	-3	-1.0	11	-3	-4	15	1	10
- S=c1[nH]ccn1-c1cccc(Cl)c1
    -0.1	18	1	0.8	-3	-6	-4	19	2	8
- CC(C)(C)OC1NS(=O)(=O)OCC1NCOC(Cl)(Cl)Cl (centres undefined)
    -0.3	-1	-7	1.6	3	1	0	6	-2	-3
- O=C(NNC(=O)C12CC3CC(CC(Cl)(C3)C1)C2)c1csc(N2CCOCC2)n1
    0.5	-2	-1	0.4	6	-5	-10	2	-2	9
- CCc1ccc(OCC(=O)NC(NC(=S)Nc2ccc(C)cc2C)C(Cl)(Cl)Cl)cc1 (centres undefined)
    0.8	0	-1	0.1	4	3	2	0	1	-2
- O=C(NCc1ccc2c(c1)OCO2)c1cc(-n2cnnc2)ccc1Cl
    -0.2	-3	-3	1.5	12	-1	-3	-5	1	0
- O=C(C1CCCC1)N1CCN(S(=O)(=O)c2cccc(Cl)c2Cl)CC1
    /	0	1	-0.9	-6	-4	-8	3	-3	0
- O=C(CSc1nnc(CN2CCOCC2)n1-c1ccccc1)Nc1ccc(Cl)cc1
    -1.4	6	1	0.1	/	-8	4	3	-2	-2
- COc1ccc(OCCOC(=O)CNC(=O)c2ccc(Cl)cc2Cl)cc1
    -3.2	1	-7	-0.3	20	-9	1	-18	0	-5
